# YAP1 CTGF inhibition – reduction of CTGF mRNA in DLD1 cells – DLD1 colon cancer cells, RT-qPCR, single point, primary screen (AID 743449). 0.9% of 9,900 active. DLD1 CTGF mRNA qPCR, 24 h; active compounds read high. inhibition, % at 12.5 µM;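 active means mean normalized replicate activity at least 50 and at least half of replicates each reaching 50; inconclusive means only one of the two criteria met; inactive means neither criterion met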;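 further: 0% = neutral control wells and 100% = dasatinib control wells; higher means stronger suppression of CTGF expression like dasatinib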
# Pax4 gene expression – Pax4 mRNA upregulation in alpha cells – RT-PCR, mouse alpha TC1 cells, single point, primary screen (AID 1053180); mouse alpha TC1 cells, Pax4 mRNA qPCR, 6 days; active compounds read high; 100% = Pax4 plasmid added at qPCR; activation, % at 10 µM; 0.2% of 9,600 active;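 active means highest normalized replicate activity of 15 or more, or at least half the replicates reach 15 or more; inactive means neither condition met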;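 further: pax4 Ct normalized to GAPDH with activation seen as lower delta delta Ct; plate controls were plate neutral control wells for no effect and Pax4 plasmid positive control for full effect; each compound tested in two replicate wells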
# * hit, by the source's call; i = inactive; ? = inconclusive; nt = no result given. Some of the compounds tested; rates above refer to the full screens.
SMILES,YAP1 CTGF inhibition,Pax4 gene expression
CN1C(=O)c2cc(NC(=O)c3cccc(C(F)(F)F)c3)ccc2OC[C@H]2O[C@@H](CC(=O)NCCN3CCCC3)CC[C@H]21,-6.9,0.0
COCC(=O)N1CC(=O)N2[C@H](CO)[C@@H](c3ccc(-c4ccccc4F)cc3)[C@@H]2C1,14.9,0.0
COc1ccc(S(=O)(=O)Nc2ccc3c(c2)CC(=O)N([C@@H](C)CO)C[C@H](C)[C@H](CN(C)Cc2ccc(C(=O)Nc4ccccc4N)cc2)O3)cc1,i,0.5
COc1ccc(S(=O)(=O)Nc2ccc3c(c2)C(=O)N([C@H](C)CO)C[C@H](C)[C@@H](CN(C)C(=O)Nc2c(C)noc2C)OCCCC[C@H](C)O3)cc1,-7.6,0.0
Cc1noc(C)c1NC(=O)N(C)C[C@H]1Oc2cc(C#CCN(C)C)ccc2S(=O)(=O)N([C@H](C)CO)C[C@H]1C,9.1,0.0
Fc1ccccc1CN1[C@@H]2CNC[C@H]1C2c1ccc(-c2ccccc2)cc1 (stereo partly specified),6.3,0.0
C[C@@H]1CCCCO[C@@H](CN(C)S(=O)(=O)c2ccccc2)[C@H](C)CN([C@@H](C)CO)C(=O)c2cc(NC(=O)Nc3ccc4c(c3)OCO4)ccc2O1,5.8,0.0
CO[C@@H](CN(C)S(=O)(=O)c1cccc(Cl)c1)[C@H](C)CN(C(=O)Nc1ccccc1F)[C@H](C)CO,-17.0,0.1
COc1cccc(-c2ccc3c(c2)[C@H]2[C@H](CCN2S(=O)(=O)c2cn(C)cn2)[C@@H](CO)N3)c1,-17.6,0.0
Cc1noc(C)c1S(=O)(=O)Nc1ccc2c(c1)C(=O)N([C@H](C)CO)C[C@H](C)[C@H](CN(C)C(=O)Nc1cccc3ccccc13)OCCCC[C@H](C)O2,18.8,0.0
CS(=O)(=O)Nc1ccc2c(c1)[C@@H]1C[C@@H](CC(=O)NCCc3ccccc3)O[C@@H](CO)[C@@H]1O2,-1.8,0.0
CO[C@@H](CN(C)C(=O)c1ccc2c(c1)OCO2)[C@H](C)CN([C@@H](C)CO)S(=O)(=O)c1ccc(Cl)cc1,15.9,0.0

# Record cards (already shown):
# COc1ccc(S(=O)(=O)Nc2ccc3c(c2)C(=O)N([C@H](C)CO)C[C@H](C)[C@@H](CN(C)C(=O)Nc2c(C)noc2C)OCCCC[C@H](C)O3)cc1 is listed as YAP1 CTGF inhibition: -7.6; Pax4 gene expression: 0.0
# CN1C(=O)c2cc(NC(=O)c3cccc(C(F)(F)F)c3)ccc2OC[C@H]2O[C@@H](CC(=O)NCCN3CCCC3)CC[C@H]21 is listed as YAP1 CTGF inhibition: -6.9; Pax4 gene expression: 0.0
# COc1ccc(S(=O)(=O)Nc2ccc3c(c2)CC(=O)N([C@@H](C)CO)C[C@H](C)[C@H](CN(C)Cc2ccc(C(=O)Nc4ccccc4N)cc2)O3)cc1 is listed as YAP1 CTGF inhibition: i; Pax4 gene expression: 0.5

# (next part)
SMILES,YAP1 CTGF inhibition,Pax4 gene expression
COc1ccc2c3c([nH]c2c1)[C@H](CO)N(S(=O)(=O)c1ccccc1)CC31CCN(C)CC1,5.3,2.6
COc1ccc2c3c(n(C)c2c1)[C@H](CO)N(Cc1ccccc1F)CC31CCN(C(=O)C2CCOCC2)CC1,3.6,0.0
CO[C@@H]1CN(C)C(=O)c2ccc(NS(=O)(=O)c3ccc(C)cc3)cc2OC[C@@H](C)N(C)C[C@@H]1C,-32.6,0.0
CNC(=O)C[C@H]1CC[C@H]2[C@H](COc3ccc(NC(=O)c4ccccc4F)cc3C(=O)N2C)O1,?,0.0
CCC(=O)N1CC[C@H]2[C@@H]1c1cc(C#Cc3ccccc3OC)ccc1N(C)[C@H]2CO,19.7,0.0
N#C[C@@H]1[C@H](c2ccc(C#Cc3cccc(F)c3)cc2)[C@H](CO)N1C(=O)C1CCOCC1,?,0.0
CCS(=O)(=O)N1CC2(CN(C(=O)Nc3c(C)noc3C)[C@H](CO)c3[nH]c4cc(OC)ccc4c32)C1,-6.5,0.0
C[C@H](NC(=O)C[C@@H]1CC[C@@H]2[C@H](COc3ccc(NC(=O)C4CCOCC4)cc3C(=O)N2C)O1)c1ccccc1,-93.1,0.0
N#C[C@H]1[C@H](c2ccccc2-c2cccc(F)c2)[C@@H](CO)N1C(=O)NC1CCCCC1,-25.4,0.0
COc1ccccc1-c1ccc2c(c1)[C@@H]1[C@@H](CCN1C(=O)C1CCC1)[C@H](CO)N2,13.6,0.0
CN1C[C@H]2[C@@H](c3ccccc31)[C@H](CO)N2S(=O)(=O)c1ccccc1,-26.6,0.0
Cc1ccc(S(=O)(=O)Nc2cccc3c2O[C@@H](CN(C)C(=O)Nc2ccc(C(F)(F)F)cc2)[C@H](C)CN([C@H](C)CO)C3=O)cc1,-12.0,0.0
COC(=O)C[C@@H]1CC[C@H]2[C@@H](COC[C@@H](O)CN2S(=O)(=O)c2cn(C)cn2)O1,0.7,0.0
O=C1N[C@@H](c2ccccc2)COCn2nncc2CC[C@@H]1Cc1ccccc1,14.1,0.0
O=C(C[C@H]1CC[C@@H]2[C@H](COC[C@H](O)CN2C(=O)c2ccncc2)O1)NCc1cc(F)cc(F)c1,11.5,0.1
COc1ccccc1NC(=O)N1[C@H](CO)[C@@H](c2ccccc2)[C@@H]1C#N,9.7,0.0
C[C@@H]1CN([C@@H](C)CO)C(=O)c2cccc(NC(=O)c3nc4ccccc4s3)c2O[C@H]1CN(C)C(=O)Nc1ccc2c(c1)OCO2,52.6*,0.0
COc1cccc(S(=O)(=O)N2C[C@@H](O)COC[C@@H]3O[C@@H](CC(=O)NCCCN4CCOCC4)CC[C@H]32)c1,23.0,0.0
Cn1cnc(S(=O)(=O)N2C[C@@H](O)COC[C@@H]3O[C@H](CC(=O)NCc4cccc(F)c4)CC[C@H]32)c1,5.1,0.1
C[C@@H]1CN([C@@H](C)CO)C(=O)CCCn2cc(nn2)CO[C@H]1CN(C)C(=O)NC1CCCCC1,0.8,0.0
COc1ccccc1CNC(=O)C[C@@H]1CC[C@@H]2[C@@H](COc3ccc(NC(C)=O)cc3C(=O)N2C)O1,-10.2,0.0
CO[C@H](C(=O)N(C)C[C@@H]1OCc2ccccc2-c2ccccc2C(=O)N([C@@H](C)CO)C[C@@H]1C)c1ccccc1,7.6,0.0
CC(=O)N1CC2(C1)[C@H](c1ccccc1)[C@@H](CO)N2Cc1ccccc1,-20.8,nt
COc1ccccc1NC(=O)N[C@@H]1CC[C@@H](CCNS(=O)(=O)c2ccc(Cl)cc2)O[C@H]1CO,12.8,0.0
O=C(C[C@@H]1C[C@@H]2c3cc(NC(=O)c4ccc5c(c4)OCO5)ccc3O[C@@H]2[C@@H](CO)O1)NCc1ccc(Oc2ccccc2)cc1,i,2.1
COc1cccc(-c2ccc3n(c2=O)C[C@H]2[C@H](CO)[C@@H](C(=O)NCC4CC4)[C@@H]3N2S(C)(=O)=O)c1,-47.7,0.0
O=C(C[C@H]1C[C@H]2c3cc(NC(=O)C4CCOCC4)ccc3O[C@H]2[C@@H](CO)O1)NCCN1CCCCC1,-15.6,0.0
COCC(=O)Nc1ccc2c(c1)[C@H]1C[C@H](CC(=O)N3CCOCC3)O[C@@H](CO)[C@H]1O2,7.7,0.0
CN1C(=O)c2cc(NC(=O)Nc3ccccc3Cl)ccc2OC[C@@H]2O[C@@H](CC(=O)NCCCN3CCOCC3)CC[C@H]21,-55.3,0.0
CN1C(=O)c2cc(NC(=O)Nc3ccccc3F)ccc2OC[C@H]2O[C@@H](CC(=O)NCCc3ccncc3)CC[C@@H]21,-15.8,0.0
C[C@H](CO)N1C[C@H](C)[C@@H](CN(C)CC2CCCCC2)Oc2ccc(N(C)C)cc2C1=O,-52.0,0.0
COC(=O)[C@@H]1[C@@H](CO)[C@@H]2Cn3c(ccc(C4=CCCCC4)c3=O)[C@@H]2N1C(=O)c1ccccc1F,-28.5,0.0
N#C[C@H]1[C@@H](c2ccccc2)[C@@H](CO)N1C(=O)c1cc(Cl)cc(Cl)c1,-4.3,0.0
O=C1CCCCn2nncc2COC[C@H](Cc2ccccc2)N1,-21.7,0.0
C/C=C/c1cnc2c(c1)C(=O)N([C@H](C)CO)C[C@@H](C)[C@H](CN(C)C(=O)Nc1cccc(OC)c1)O2,9.4,0.0
COc1ccc2c3c([nH]c2c1)[C@@H](CO)N(C(C)=O)CC31CN(C(=O)CN2CCOCC2)C1,1.7,0.0

# Given bar-delimited: part of the list above.
SMILES | YAP1 CTGF inhibition | Pax4 gene expression
N#C[C@H]1[C@@H](c2ccccc2)[C@@H](CO)N1C(=O)c1cc(Cl)cc(Cl)c1 | -4.3 | 0.0
COc1cccc(-c2ccc3n(c2=O)C[C@H]2[C@H](CO)[C@@H](C(=O)NCC4CC4)[C@@H]3N2S(C)(=O)=O)c1 | -47.7 | 0.0
CN1C(=O)c2cc(NC(=O)Nc3ccccc3Cl)ccc2OC[C@@H]2O[C@@H](CC(=O)NCCCN3CCOCC3)CC[C@H]21 | -55.3 | 0.0
C/C=C/c1cnc2c(c1)C(=O)N([C@H](C)CO)C[C@@H](C)[C@H](CN(C)C(=O)Nc1cccc(OC)c1)O2 | 9.4 | 0.0
COc1ccc2c3c([nH]c2c1)[C@@H](CO)N(C(C)=O)CC31CN(C(=O)CN2CCOCC2)C1 | 1.7 | 0.0
COC(=O)[C@@H]1[C@@H](CO)[C@@H]2Cn3c(ccc(C4=CCCCC4)c3=O)[C@@H]2N1C(=O)c1ccccc1F | -28.5 | 0.0
CN1C(=O)c2cc(NC(=O)Nc3ccccc3F)ccc2OC[C@H]2O[C@@H](CC(=O)NCCc3ccncc3)CC[C@@H]21 | -15.8 | 0.0

# New compounds follow
SMILES,YAP1 CTGF inhibition,Pax4 gene expression
Cc1ccc(S(=O)(=O)Nc2ccc3c(c2)C(=O)N([C@@H](C)CO)C[C@@H](C)[C@H](CN(C)Cc2ccc(C(F)(F)F)cc2)O3)cc1,-13.6,0.0
C[C@@H]1CCCCO[C@@H](CN(C)C(=O)Cc2ccccc2)[C@H](C)CN([C@H](C)CO)C(=O)c2cc(NS(C)(=O)=O)ccc2O1,-4.2,0.0
O=C(C[C@H]1CC[C@H]2[C@@H](COC[C@H](O)CN2Cc2cc(F)ccc2F)O1)NCc1ccc(Oc2ccccc2)cc1,27.0,0.1
C[C@@H](NC(=O)C[C@H]1C=C[C@@H](NS(=O)(=O)c2cccc(F)c2)[C@@H](CO)O1)c1ccccc1,-9.5,0.0
COc1ccc2c3c(n(C)c2c1)[C@@H](CO)NCC31CN(C(=O)CC2CC2)C1,12.3,0.0
CO[C@@H]1CN(C)C(=O)c2ccc(NS(=O)(=O)CC(F)(F)F)cc2OC[C@@H](C)N(C(=O)NC(C)C)C[C@H]1C,1.2,0.0
CO[C@H]1CN(C)C(=O)c2ccc(NC(C)=O)cc2OC[C@@H](C)N(C(=O)c2cnccn2)C[C@@H]1C,-17.8,0.0
COc1ccc(S(=O)(=O)N(C)C[C@H]2Oc3ccc(NC(=O)Nc4ccc(C(F)(F)F)cc4)cc3C(=O)N([C@H](C)CO)C[C@H]2C)cc1,-90.3,0.0
CCC(=O)N1CC[C@@H]2[C@H](CO)Nc3ccc(C#Cc4ccccc4F)cc3[C@@H]21,5.7,0.0
CC(=O)N1CCCCN2[C@H](CO)[C@H](c3ccc(-c4ccccc4)cc3)[C@@H]2C1,-0.1,0.0
CO[C@H]1CC[C@@H]2CCOc3ccc(C#N)cc3C(=O)N(C)C[C@@H](c3ccccc3)CC(=O)N(C)C[C@@H]1O2,-39.9,0.0
Cn1cnc(S(=O)(=O)N2C[C@H](O)COC[C@@H]3O[C@@H](CC(=O)NCc4cccc(F)c4)CC[C@H]32)c1,8.7,0.0
O=C(C[C@H]1CC[C@@H]2[C@H](COC[C@@H](O)CN2S(=O)(=O)c2ccc(F)cc2)O1)NCCN1CCCCC1,-14.4,0.0
C[C@@H]1CN([C@H](C)CO)C(=O)c2ccccc2-c2ccccc2CO[C@@H]1CN(C)C(=O)Nc1cccc(C(F)(F)F)c1,14.3,0.0
CO[C@@H]1CC[C@@H]2CCOc3c(C#N)cccc3C(=O)N(C)C[C@@H](OC)[C@@H](C)C(=O)N(C)C[C@H]1O2,-11.5,0.0
Cc1nn(C)cc1NC(=O)C[C@H]1CC[C@H]2[C@@H](COc3ccc(NC(=O)C4CCOCC4)cc3C(=O)N2C)O1,-18.7,0.0
CC(C)NC(=O)N[C@H]1CC[C@@H](CC(=O)NCCCN(C)C)O[C@@H]1CO,-10.1,0.0
O=C(Cc1ccccn1)N1CC[C@@H]2[C@H](CO)Nc3ccc(-c4cccc(F)c4)cc3[C@@H]21,-1.8,0.0

# Screening data from PubChem.
